Screening data deposited in PubChem by Sanford-Burnham Center for Chemical Genomics.
A3A deaminase – APOBEC3A ssDNA deaminase inhibitors, primary screen, selectivity assay for APOBEC3G inhibitor project, biochemical, FAM/TAMRA oligo cleavage fluorescence; inhibition, % at 20 µM; DNA dC->dU-editing enzyme APOBEC-3A (Homo sapiens), P31941; recombinant A3A, FAM/TAMRA ssDNA deamination fluorescence; AID 493011, 2011; 0.41% of 330,000 active;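 active = at least 40% inhibition at 20 µM here, with at most 30% in a related deaminase screen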;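 also: plate controls were A3A with DMSO for no effect and wells lacking A3A enzyme for full effect; some results filed as inactive read as strong as hits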
Target sequence (P31941 whole entry, looked up): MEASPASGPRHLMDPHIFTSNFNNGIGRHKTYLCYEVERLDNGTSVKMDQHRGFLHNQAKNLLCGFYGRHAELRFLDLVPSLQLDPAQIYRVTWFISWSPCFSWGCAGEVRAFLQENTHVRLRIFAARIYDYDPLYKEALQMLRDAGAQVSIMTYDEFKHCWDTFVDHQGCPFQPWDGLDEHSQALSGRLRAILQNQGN
mIAP inh – inhibitors of mouse IAP, primary screen, biochemical, luminescence, uHTS; purified mouse IAP, CDP-Star luminescence, 30 min; 0.2% of 330,000 active; intestinal alkaline phosphatase [Mus musculus]; inhibition, % at 10 µM; AID 2806, 2010;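 active = inhibition of at least 40% at 10 µM in the primary screen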;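 also: plate controls were DMSO with enzyme for no effect and no enzyme wells for full effect; values of inactives mirror those of a sister screen read the other way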
ATG4B inhibitor – ATG4B protease inhibitors, primary screen, biochemical, fluorescence, uHTS | 0.51% of 340,000 active | ATG4B cleavage of LC3-PLA2, NBD-HPC fluorescence, 1 h | Cysteine protease ATG4B (Homo sapiens), Q9Y4P1 | inhibition, % at 8.33 µM | AID 504462, 2011; in the data active = inhibition above about 40%
HKDC1 inhibitor – HKDC1 hexokinase inhibitors, primary screen, biochemical, fluorescence, uHTS | Q2TB90 | recombinant HKDC1, G6PDH/diaphorase resazurin coupled fluorescence | inhibition, % at 20 µM | 0.16% of 340,000 active | AID 493160, 2011;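 active = inhibition above about 35% when tested at 20 µM, limit read from the data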;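 also: plate controls were DMSO wells with enzyme for no effect and DMSO wells lacking enzyme for full effect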
Target sequence (Q2TB90 whole entry, looked up): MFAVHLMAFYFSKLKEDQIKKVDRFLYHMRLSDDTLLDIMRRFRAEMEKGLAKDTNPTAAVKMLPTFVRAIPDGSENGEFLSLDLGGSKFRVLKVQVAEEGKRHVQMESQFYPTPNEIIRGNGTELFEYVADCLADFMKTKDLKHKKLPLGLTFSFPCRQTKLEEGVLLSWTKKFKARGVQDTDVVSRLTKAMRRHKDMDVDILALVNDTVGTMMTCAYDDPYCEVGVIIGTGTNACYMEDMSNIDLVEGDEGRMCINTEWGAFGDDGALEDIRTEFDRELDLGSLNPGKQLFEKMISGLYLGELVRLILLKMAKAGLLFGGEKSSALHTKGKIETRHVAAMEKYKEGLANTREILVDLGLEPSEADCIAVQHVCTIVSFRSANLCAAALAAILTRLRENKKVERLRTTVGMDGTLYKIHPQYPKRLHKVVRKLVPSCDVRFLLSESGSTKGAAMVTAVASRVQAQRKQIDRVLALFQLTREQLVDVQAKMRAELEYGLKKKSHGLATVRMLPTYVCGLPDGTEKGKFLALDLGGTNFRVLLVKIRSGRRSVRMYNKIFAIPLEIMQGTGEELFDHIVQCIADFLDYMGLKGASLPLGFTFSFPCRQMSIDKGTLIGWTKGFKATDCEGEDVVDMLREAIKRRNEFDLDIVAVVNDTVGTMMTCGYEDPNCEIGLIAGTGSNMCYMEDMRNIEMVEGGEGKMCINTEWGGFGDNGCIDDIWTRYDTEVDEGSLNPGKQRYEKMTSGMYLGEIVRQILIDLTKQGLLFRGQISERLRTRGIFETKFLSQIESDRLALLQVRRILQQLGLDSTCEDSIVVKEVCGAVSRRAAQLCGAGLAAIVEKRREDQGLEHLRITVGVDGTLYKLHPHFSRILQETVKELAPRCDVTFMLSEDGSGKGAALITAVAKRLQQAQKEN
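Incubation: 90 min at room temperature in dark / Material: recombinant HKDC1 (HK5) hexokinase enzyme, produced in-house / Quantity: enzyme 5 µg/mL final / Compound: one dose of 20 µM, 1% DMSO / Reagent: glucose and ATP substrates / Buffer or medium: Tris pH 8.0 buffer with MgCl2, Tween-20, BSA, BME / Technique: resorufin fluorescence at 613 nm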
mIAP act – activators of mouse IAP, primary screen, biochemical, luminescence, uHTS; intestinal alkaline phosphatase [Mus musculus]; muIAP, CDP-Star luminescence, 30 min; hits give high values; 1 = vehicle-only enzyme signal, 0 = enzyme-free wells; activation factor at 10 µM; 0.24% of 330,000 active;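 active = activation factor of at least 2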; also: the source names both 10 and 20 µM as test concentration; values of inactives mirror those of a sister screen read the other way
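Assay system: mouse IAP enzyme / Compound: DMSO-dissolved test compounds / Timing: 30 min, room temperature / Measured by: luminescence from enzymatic CDP-Star hydrolysis / Control set: DMSO-only wells, enzyme-free buffer wells as negative control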
PfGluPho inh – PfG6PD enzyme inhibitors, primary screen, biochemical, fluorescence intensity, uHTS; 0.78% of 350,000 active; glucose-6-phosphate dehydrogenase-6-phosphogluconolactonase (Plasmodium falciparum 3D7); PfGluPho enzyme, NADPH resazurin-diaphorase fluorescence; inhibition, % at 20 µM;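 active = inhibition reaching at least a set limit at 20 µM in the primary screen, cut at about 59% in these data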;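 also: 0% = DMSO wells with substrate and 100% = DMSO wells lacking glucose-6-phosphate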
hIAP activ – human IAP activators, primary screen, biochemical, luminescence, uHTS; Intestinal-type alkaline phosphatase (Homo sapiens), P09923; activation factor at 10 µM; 0.16% of 330,000 active; purified human IAP, CDP-Star luminescence, 30 min; hits give high values; 1 = vehicle-only enzyme, 0 = enzyme-free background;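 active = activation factor of the enzyme at least 2-fold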; also: the source names both 10 and 20 µM as test concentration; values of inactives mirror those of a sister screen read the other way
hIAP block – human IAP inhibitors, primary screen, biochemical, luminescence, uHTS | purified IAP, CDP-Star luminescence, 30 min | inhibition, % at 10 µM | 0.12% of 330,000 active | AID 2544, 2010;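 active = inhibition reaching a set limit with compound at 10 µM in the primary screen, cut at about 35% in these data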;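 also: plate controls were DMSO wells with enzyme for no effect and no-enzyme buffer wells for full effect; values of inactives mirror those of a sister screen read the other way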
* marks the source's active call; other numbers are inactive results; & = joins results of further samples.

Results for COc1cc(Cc2cnc(N)nc2N)cc(OC)c1OC ?
A3A deaminase: -1&-3; mIAP inh: -8&-10; ATG4B inhibitor: -6&-8; HKDC1 inhibitor: -10&1; mIAP act: 1.1&1.1; PfGluPho inh: 6&-8; hIAP activ: 1.1&1.1; hIAP block: -7&-5

What do the screens show for `O=C(Nc1ccc(Br)cc1Cl)N1CCOCC1`?
A3A deaminase: -3; mIAP inh: 8; ATG4B inhibitor: -6; HKDC1 inhibitor: 15; mIAP act: 0.92; PfGluPho inh: -2; hIAP activ: 1.2; hIAP block: -16

Results for CC(C)(C)OC(=O)N1CCC(NC(=O)c2[nH]cnc2C(=O)Nc2ccon2)CC1 ?
A3A deaminase: -2; mIAP inh: 17; ATG4B inhibitor: 0; HKDC1 inhibitor: 1; mIAP act: 0.83; PfGluPho inh: -11; hIAP activ: 2.7*; hIAP block: -174

Results for CC1CCCN(C(=O)CN2C(=O)NC3(CCCCC3C)C2=O)C1 (configuration not stated) ?
A3A deaminase: -2; mIAP inh: 2; ATG4B inhibitor: -5; HKDC1 inhibitor: 1; mIAP act: 0.98; PfGluPho inh: 5; hIAP activ: 0.74; hIAP block: 26

What do the screens show for `COc1ccccc1NCC(=O)NNCC(=O)Nc1ccc(F)c(Cl)c1`?
A3A deaminase: 1; mIAP inh: 6; ATG4B inhibitor: -2; HKDC1 inhibitor: 5; mIAP act: 0.94; PfGluPho inh: -5; hIAP activ: 0.87; hIAP block: 13

Results for COc1ccc(OC(=O)Nc2ccc([N+](=O)[O-])cc2OC)cc1 ?
A3A deaminase: 2; mIAP inh: 2; ATG4B inhibitor: 3; HKDC1 inhibitor: 0; mIAP act: 0.98; PfGluPho inh: 18; hIAP activ: 1.1; hIAP block: -11

Results for COc1cccc(C(=O)OCn2nnc3ccccc3c2=O)c1 ?
A3A deaminase: -10; mIAP inh: 4; ATG4B inhibitor: 6; HKDC1 inhibitor: 1; mIAP act: 0.95; PfGluPho inh: -10; hIAP activ: 0.99; hIAP block: 1

How did CCC(=O)OCC(=O)Nc1cc(C)c(C)cc1[N+](=O)[O-] do in these assays?
A3A deaminase: 4; mIAP inh: -5; ATG4B inhibitor: -13; HKDC1 inhibitor: -8; mIAP act: 1; PfGluPho inh: 4; hIAP activ: 1.1; hIAP block: -10

What do the screens show for `COc1ccc(CC2C(=O)OC(C)(C)OC2=O)c(Cl)c1OC`?
A3A deaminase: 0; mIAP inh: -2; ATG4B inhibitor: -1; HKDC1 inhibitor: -5; mIAP act: 1; PfGluPho inh: -12; hIAP activ: 1.1; hIAP block: -5

Results for O=C(NCc1ccc2c(c1)OCO2)c1ccc(Br)o1 ?
A3A deaminase: 1; mIAP inh: -7; ATG4B inhibitor: 3; HKDC1 inhibitor: 4; mIAP act: 1.1; PfGluPho inh: 5; hIAP activ: 1; hIAP block: -4

Results for Cc1cccc(OCc2nnc(SCC(=O)Nc3cccc(C(=O)N4CCOCC4)c3)o2)c1C ?
A3A deaminase: 27; mIAP inh: -5; ATG4B inhibitor: 3; HKDC1 inhibitor: -8; mIAP act: 1; PfGluPho inh: 27; hIAP activ: 0.99; hIAP block: 1

Results for O=C(Oc1cc2oc(=O)c3c(c2cc1Cl)CCCC3)c1ccco1 ?
A3A deaminase: 2; mIAP inh: 1; ATG4B inhibitor: 2; HKDC1 inhibitor: 28; mIAP act: 0.99; PfGluPho inh: 0; hIAP activ: 1.1; hIAP block: -8

Results for Cc1ccccc1C(=O)N1CCC(C(=O)N(C)CCOc2ccccc2)CC1 ?
A3A deaminase: -2; mIAP inh: 1; ATG4B inhibitor: 0; HKDC1 inhibitor: -8; mIAP act: 0.99; PfGluPho inh: -4; hIAP activ: 1.4; hIAP block: -39

How did COc1ccccc1CN1CC(C(=O)NC2(c3ccccc3)CC2)CCC1=O (configuration not stated) do in these assays?
A3A deaminase: -2; mIAP inh: 4; ATG4B inhibitor: 27; HKDC1 inhibitor: -5; mIAP act: 0.96; PfGluPho inh: -5; hIAP activ: 0.87; hIAP block: 13

How did CC(=O)C1=C(O)C(=O)N(CCCCCC(=O)O)C1c1ccc(N(C)C)cc1 (configuration not stated) do in these assays?
A3A deaminase: -2; mIAP inh: -7; ATG4B inhibitor: -13; HKDC1 inhibitor: 1; mIAP act: 1.1; PfGluPho inh: -4; hIAP activ: 0.78; hIAP block: 22

Results for O=C(N[C@@H](Cc1c[nH]c2ccccc12)C(=O)O)C1CCN(S(=O)(=O)c2cccs2)CC1 ?
A3A deaminase: 4; mIAP inh: 2; ATG4B inhibitor: 5; HKDC1 inhibitor: -1; mIAP act: 0.98; PfGluPho inh: -29; hIAP activ: 1; hIAP block: -1

How did COc1ccc(/C=N/NC(=O)c2ccc(Br)cc2)cc1CN1CCOCC1 do in these assays?
A3A deaminase: -2; mIAP inh: 9; ATG4B inhibitor: -9; HKDC1 inhibitor: -5; mIAP act: 0.91; PfGluPho inh: -5; hIAP activ: 0.9; hIAP block: 10

Results for COc1c(Cl)cc(C(=O)Nc2ccccc2C(=O)O)cc1Cl ?
A3A deaminase: 2; mIAP inh: 6; ATG4B inhibitor: 32; HKDC1 inhibitor: -8; mIAP act: 0.94; PfGluPho inh: 6; hIAP activ: 1; hIAP block: -1

Results for Fc1ccccc1NC(=S)Nc1cccnc1 ?
A3A deaminase: 0; mIAP inh: 0; ATG4B inhibitor: -2; HKDC1 inhibitor: 13; mIAP act: 1; PfGluPho inh: 11; hIAP activ: 1; hIAP block: 0

How did CCN(CC)CCN(C)C(=O)CCc1nnc(-c2ccc(C)s2)o1 do in these assays?
A3A deaminase: 15; mIAP inh: 3; ATG4B inhibitor: 11; HKDC1 inhibitor: -4; mIAP act: 0.97; PfGluPho inh: -23; hIAP activ: 0.86; hIAP block: 14

How did Cc1cc(NC(=O)c2cc(-c3ccccc3Cl)nc3ccccc23)no1 do in these assays?
A3A deaminase: -3; mIAP inh: 3; ATG4B inhibitor: 3; HKDC1 inhibitor: 0; mIAP act: 0.97; PfGluPho inh: -5; hIAP activ: 0.93; hIAP block: 7

Results for NCCCC[C@H](N[C@@H](CCc1ccccc1)C(=O)O)C(=O)N1CCC[C@H]1C(=O)O ?
A3A deaminase: -5&0; mIAP inh: -9&8; ATG4B inhibitor: -5&7; HKDC1 inhibitor: -2&-7; mIAP act: 1.1&0.93; PfGluPho inh: -8&4; hIAP activ: 1.1&0.87; hIAP block: -5&13

Results for C/C(=N\NC(=S)NCc1ccccc1)c1cccs1 ?
A3A deaminase: -2; mIAP inh: 1; ATG4B inhibitor: 2; HKDC1 inhibitor: 11; mIAP act: 0.99; PfGluPho inh: -12; hIAP activ: 1.2; hIAP block: -20

What do the screens show for `Cc1ccc(N(C(C)C(=O)NCc2ccncc2)S(C)(=O)=O)cc1C` (configuration not stated)?
A3A deaminase: -1; mIAP inh: 2; ATG4B inhibitor: 1; HKDC1 inhibitor: -5; mIAP act: 0.98; PfGluPho inh: -10; hIAP activ: 1.1; hIAP block: -7

How did Cc1nn(-c2ccccc2)c(C)c1NC(=O)COC(=O)/C=C/c1ccccc1 do in these assays?
A3A deaminase: 0; mIAP inh: -6; ATG4B inhibitor: -3; HKDC1 inhibitor: 0; mIAP act: 1.1; PfGluPho inh: -7; hIAP activ: 1.1; hIAP block: -7

How did Brc1ccc(-c2csc(N/N=C/c3ccco3)n2)cc1 do in these assays?
A3A deaminase: -2; mIAP inh: 21; ATG4B inhibitor: 11; HKDC1 inhibitor: -1; mIAP act: 0.79; PfGluPho inh: 12; hIAP activ: 0.89; hIAP block: 11

How did O=S(=O)(c1ccccc1)N1CCN(c2ncnc3scc(-c4ccccc4)c23)CC1 do in these assays?
A3A deaminase: 2; mIAP inh: 3; ATG4B inhibitor: -11; HKDC1 inhibitor: 5; mIAP act: 0.97; PfGluPho inh: 1; hIAP activ: 0.84; hIAP block: 16

What do the screens show for `CCOC(=O)N1CCN(C(=S)NC(C)(C)C)CC1`?
A3A deaminase: -2; mIAP inh: 0; ATG4B inhibitor: -1; HKDC1 inhibitor: 5; mIAP act: 1; PfGluPho inh: -21; hIAP activ: 1; hIAP block: -2

Results for CCOC(=O)CC1=C(C(=O)OCC)C(c2ccc(OC)c(OC)c2)C(C#N)=C(N)O1 (configuration not stated) ?
A3A deaminase: 0; mIAP inh: 6; ATG4B inhibitor: -1; HKDC1 inhibitor: 15; mIAP act: 0.94; PfGluPho inh: 6; hIAP activ: 1.1; hIAP block: -5

How did CCCCN(CC)CCCNC(=S)Nc1ccc2nc(N3CCN(C)CC3)cc(C)c2c1 do in these assays?
A3A deaminase: 2; mIAP inh: -7; ATG4B inhibitor: -1; HKDC1 inhibitor: -3; mIAP act: 1.1; PfGluPho inh: 14; hIAP activ: 0.99; hIAP block: 1

What do the screens show for `COc1cc([C@H]2[C@@H]3CCCC[C@]3(O)CCN2CC(=O)Nc2ccc(C)cc2C)ccc1O`?
A3A deaminase: -2; mIAP inh: -5; ATG4B inhibitor: -1; HKDC1 inhibitor: 4; mIAP act: 1; PfGluPho inh: 22; hIAP activ: 1.1; hIAP block: -6

What do the screens show for `CCn1c2ccccc2c2cc(/C=N/n3cnnc3)ccc21`?
A3A deaminase: 1; mIAP inh: 0; ATG4B inhibitor: -10; HKDC1 inhibitor: 1; mIAP act: 0.99; PfGluPho inh: 28; hIAP activ: 1; hIAP block: 0

How did Cn1cncc1C#Cc1c(-c2ccc(S(C)(=O)=O)cc2)sc2ccccc12 do in these assays?
A3A deaminase: -4; mIAP inh: 15; ATG4B inhibitor: -10; HKDC1 inhibitor: 11; mIAP act: 0.85; PfGluPho inh: 17; hIAP activ: 1.1; hIAP block: -7

What do the screens show for `COc1cc(OC)c(C2C(C(=O)Nc3ccccc3)=C(C)Nc3ncnn32)cc1OC` (configuration not stated)?
A3A deaminase: -3; mIAP inh: -3; ATG4B inhibitor: 5; HKDC1 inhibitor: 12; mIAP act: 1; PfGluPho inh: 2; hIAP activ: 1; hIAP block: 0

Results for COc1ccc(CCNC(=O)CCNS(=O)(=O)c2cccc3nsnc23)cc1OC ?
A3A deaminase: 1; mIAP inh: 2; ATG4B inhibitor: -7; HKDC1 inhibitor: 3; mIAP act: 0.98; PfGluPho inh: -21; hIAP activ: 1.1; hIAP block: -6

Results for CCOC(=O)c1cnc2ccc(OC)cc2c1Nc1ccc2c(c1)OCCO2 ?
A3A deaminase: 1; mIAP inh: 12; ATG4B inhibitor: -5; HKDC1 inhibitor: 4; mIAP act: 0.88; PfGluPho inh: 51; hIAP activ: 1.1; hIAP block: -8

What do the screens show for `Cc1cccc(C)c1NC(=O)C(c1ccc([N+](=O)[O-])cc1)N(C)C(=O)c1ccccn1` (configuration not stated)?
A3A deaminase: 3; mIAP inh: 4; ATG4B inhibitor: -9; HKDC1 inhibitor: -4; mIAP act: 0.96; PfGluPho inh: 8; hIAP activ: 0.9; hIAP block: 10
